From PubChem
LYPLA1 counter: LYPLA1 (human) inhibition in PME1 counter-screen. inhibition, % at 5.9 µM. 0.16% of 320,000 active. recombinant LYPLA1, FP-Rh probe fluorescence polarization;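 active = inhibition above the mean of all tested compounds plus 3 SD, set per campaign, cut at about 14% in these data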;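 note: inhibitors block serine hydrolase probe labeling of LYPLA1 so polarization falls; 0% = enzyme with DMSO and 100% = wells lacking LYPLA1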
Target sequence (O75608 whole entry, looked up): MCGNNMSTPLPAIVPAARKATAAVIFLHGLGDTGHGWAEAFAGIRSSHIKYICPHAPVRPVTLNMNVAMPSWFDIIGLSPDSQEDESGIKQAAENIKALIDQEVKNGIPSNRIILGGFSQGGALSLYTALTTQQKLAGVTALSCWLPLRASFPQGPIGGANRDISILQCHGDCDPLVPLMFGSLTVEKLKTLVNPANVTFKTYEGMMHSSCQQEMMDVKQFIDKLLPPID
EBNA-1 inhibitor: blocks EBNA-1 binding to DNA; EBNA-1 DNA binding, fluorescence polarization; inhibition, % at 14.8 µM; 0.34% of 300,000 active; in the data active = inhibition above about 28%
PAFAH2 FP inh: inhibitors of human PAFAH2; AID 492956; inhibition, % at 3.39 µM; recombinant PAFAH2, FP-rhodamine activity probe, fluorescence polarization; 0.99% of 340,000 active;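 active = inhibition above the mean over all tested compounds plus 3 SD, cut at about 30% in these data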;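 note: inhibitors block probe labeling of enzyme so polarization drops; 0% = enzyme with DMSO and 100% = wells lacking PAFAH2 protein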
PREPL inhibitor: human PREPL enzyme inhibition | inhibition, % at 5.96 µM | AID 2751 | recombinant PREPL, fluorescence polarization activity-based probe | 0.68% of 320,000 active; in the data active = inhibition above about 43%;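 note: 0% = enzyme with DMSO and 100% = wells lacking enzyme; many of its hits are not listed in these tables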
PAFAH1B3 inh: blocks human PAF acetylhydrolase 1B catalytic subunit 3 | recombinant PAFAH1B3, FP-rhodamine probe, fluorescence polarization | AID 492972 | 0.28% of 340,000 active | inhibition, % at 3.39 µM;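 active = inhibition above the screen-wide average of all tested compounds plus 3 SD, cut at about 25% in these data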;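 note: 0% = enzyme with DMSO only and 100% = wells lacking PAFAH1B3 protein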
Target sequence (Q15102 whole entry, looked up): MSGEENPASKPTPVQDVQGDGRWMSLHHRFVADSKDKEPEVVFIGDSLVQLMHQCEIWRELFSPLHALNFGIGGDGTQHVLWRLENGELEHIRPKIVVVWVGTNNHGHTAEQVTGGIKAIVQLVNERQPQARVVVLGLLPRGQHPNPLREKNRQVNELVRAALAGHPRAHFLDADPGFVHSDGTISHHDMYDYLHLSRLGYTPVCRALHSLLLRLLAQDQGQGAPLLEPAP
ZTA counter: ZTA (EBV) inhibition in EBNA-1 counter-screen; P03206; ZTA-DNA binding, fluorescence polarization; inhibition, % at 11 µM; 0.15% of 320,000 active; AID 2234; in the data active = inhibition above about 33%
Target sequence (P03206 whole entry, looked up): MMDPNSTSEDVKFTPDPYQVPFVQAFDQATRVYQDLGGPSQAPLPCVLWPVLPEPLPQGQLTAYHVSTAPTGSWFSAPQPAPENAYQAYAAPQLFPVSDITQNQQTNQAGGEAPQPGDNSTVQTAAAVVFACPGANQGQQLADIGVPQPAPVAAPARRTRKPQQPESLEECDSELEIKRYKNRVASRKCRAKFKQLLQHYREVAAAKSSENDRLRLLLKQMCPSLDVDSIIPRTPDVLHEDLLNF
GSTO1 counter: counter-screen for RBBP9 inhibitors: inhibitors of human GSTO1 | P78417 | recombinant GSTO1, activity-based probe fluorescence polarization | inhibition, % at 5.96 µM | 1.1% of 300,000 active;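 active = inhibition above the campaign mean inhibition plus 3 SD, cut at about 35% in these data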;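 note: 0% = GSTO1-1 with DMSO and 100% = wells lacking GSTO1-1 enzyme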
PAD4 FP inh: inhibitors of human PAD4; recombinant PAD4, RCA probe fluorescence polarization; 0.41% of 330,000 active; AID 485272; inhibition, % at 6.36 µM; Q9UM07;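 active = percent inhibition above a cutoff equal to the mean of all tested compounds plus 3 SD, cut at about 15% in these data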;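 note: 0% = PAD4 with RCA probe and DMSO and 100% = probe without PAD4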
LYPLA2 counter: LYPLA2 (human) inhibition in PME1 counter-screen; O95372; recombinant LYPLA2, FP-Rh probe fluorescence polarization; inhibition, % at 5.9 µM; 0.38% of 320,000 active; AID 2177;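 active = inhibition above the screen-wide mean plus 3 SD, limit set per campaign, cut at about 26% in these data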;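 note: 0% = LYPLA2 with DMSO and 100% = wells lacking LYPLA2 enzyme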
Target sequence (O95372 whole entry, looked up): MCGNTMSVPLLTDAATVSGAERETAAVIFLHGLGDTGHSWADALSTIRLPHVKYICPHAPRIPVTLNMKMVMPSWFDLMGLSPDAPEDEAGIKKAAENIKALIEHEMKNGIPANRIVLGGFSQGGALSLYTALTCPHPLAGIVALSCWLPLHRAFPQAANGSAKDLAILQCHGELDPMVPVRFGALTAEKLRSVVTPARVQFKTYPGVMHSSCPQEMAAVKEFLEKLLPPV
* = called active by the depositor; · = no result given. A portion of the library; rates above refer to the full screens.

SMILES	LYPLA1 counter	EBNA-1 inhibitor	PAFAH2 FP inh	PREPL inhibitor	PAFAH1B3 inh	ZTA counter	GSTO1 counter	PAD4 FP inh	LYPLA2 counter
O=C(NCC(=O)N1CCCCCC1)c1ccc(Cl)cc1	0	9	2	2	6	-7	2	-3	-3
Cc1nc(-c2ccc(F)cc2)c(CC(=O)N2CCN(S(=O)(=O)c3cccc(Cl)c3)CC2)s1	0	0	4	15	0	1	3	-1	2
CSCCC(NC(=O)COc1ccccc1)C(=O)NCC1COc2ccccc2O1 (configuration not stated)	-2	-5	-7	1	8	-8	-4	-4	-5
O=C(NC1CCCCCC1)c1ccc(CS(=O)(=O)Cc2ccc(F)cc2)o1	6	2	-2	14	-3	-6	1	-7	10
O=C(CCN1C(=O)/C(=C/c2ccc(Cl)cc2)SC1=S)NCCCn1ccnc1	1	12	6	-5	8	2	13	-48	-1
O=C1CCC(c2ccc(-n3ccnc3)cc2)=NN1	2	9	6	-5	8	8	4	-1	4
COc1ccc(S(=O)(=O)N2CCC(C(=O)NCCc3ccccc3)CC2)cc1OC	1	11	2	4	-1	6	6	-2	3
CCc1ccc(C(C)(O)C(CN2CCOCC2)c2ccccc2)cc1 (configuration not stated)	0	4	-2	3	10	16	1	0	-2
O=C(COC(=O)C1=COCCO1)NC1CCCCCCC1	-1	-1	76*	7	9	-11	2	1	2
COc1ccc(S(=O)(=O)N(C)C)cc1NC(=O)CCNC(=O)c1ccccc1OC	2	-5	2	-5	0	-26	0	-7	-4
CCCS(=O)(=O)c1c(S(=O)(=O)CCC)c2cc(CC)ccn2c1C(=O)OC	-2	4	1	1	4	4	4	1	6
CCOC(CCNC(=O)c1cc2c(=O)[nH]c3ccccc3c2s1)OCC	4	12	11	-8	7	2	-1	0	2
CCCc1nc(SCC(=O)Nc2ccccc2)c2c(=O)n(C)c(=O)n(C)c2n1	-1	-8	-7	-9	3	19	3	0	2
Cc1cc(C)cc(OCc2nnc(N)s2)c1	-1	6	-1	-2	-2	11	11	1	7
Cc1ccc2[nH]c(=O)c(NC(N)=S)nc2c1	3	-13	1	17	10	-13	3	-1	4
COc1cccc(/C=C/C(=O)NNC(=O)c2ccncc2)c1	0	-2	0	-16	6	3	-1	2	2
CC(C)(CO)NCC(O)COc1ccc2c(c1)CCC2 (configuration not stated)	-3	8	8	-2	-10	11	-2	-1	-1
CCOC(=O)c1[nH]ncc1CN1CCCC(C(=O)c2cc(Cl)ccc2OC)C1 (configuration not stated)	6	1	-2	31	0	-22	9	0	14
C[C@@]12CCC3[C@@](CCC4[C@@]3(C)CCC[C@@]4(C)C(=O)Nc3ccc(Cl)cc3)(CC1=O)C2 (some centres not stated)	-11	·	0	2	-1	0	·	-3	-10
O=C(OCC(=O)N1CCN(c2ccccc2)CC1)c1cc(Br)ccc1Cl	6	·	-7	-49	0	9	·	-2	12
CN(C)C=Nc1ccccc1C1C=NNC1=O (configuration not stated)	-3	6	·	16	·	-2	1	-9	-2
COc1ccc(C(=O)C2CCCN(C(=O)c3cnsn3)C2)c(C)c1 (configuration not stated)	0	-17	-5	13	3	-1	17	-4	1
COc1ccc(N=C2SC(CC(=O)Nc3ccccc3OC)C(=O)N2Cc2ccco2)cc1 (configuration not stated)	-4	12	-2	-5	-2	11	2	2	-9
Cc1cc(NC(=O)CSc2nc3ccc(Cl)cc3[nH]2)no1	-1	2	-7	20	7	-2	-7	3	-3
COc1cc(/C=N/NC(N)=O)cc(Br)c1OCc1ccccc1C	-1	-5	0	4	3	1	2	-3	-3
NS(=O)(=O)c1ccc(N/N=C/c2ccc(O)cc2O)c([N+](=O)[O-])c1	5	0	1	15	11	-6	4	0	8
CCCCNC(=O)CSc1nnc(NC(C)=O)s1	1	-2	4	-5	1	-5	1	2	4
CC(C)c1ccc(NS(=O)(=O)c2ccc3c(c2)oc(=O)n3C)cc1	-4	-7	-3	1	7	12	65*	-1	-9
C/C(N)=C(/C#N)C(=O)COC(=O)C1=NN(c2ccccc2)C(=O)CC1	2	4	-6	2	4	8	-4	-4	7
COC(=O)c1cc(C(=O)CSc2nc(C)cc(C)n2)ccc1O	-2	0	2	12	3	3	-10	-7	-4

Reprinted at random: 2 entries already listed.
SMILES	LYPLA1 counter	EBNA-1 inhibitor	PAFAH2 FP inh	PREPL inhibitor	PAFAH1B3 inh	ZTA counter	GSTO1 counter	PAD4 FP inh	LYPLA2 counter
O=C(OCC(=O)N1CCN(c2ccccc2)CC1)c1cc(Br)ccc1Cl	6	·	-7	-49	0	9	·	-2	12
COc1ccc(N=C2SC(CC(=O)Nc3ccccc3OC)C(=O)N2Cc2ccco2)cc1 (configuration not stated)	-4	12	-2	-5	-2	11	2	2	-9

(list continues)
SMILES	LYPLA1 counter	EBNA-1 inhibitor	PAFAH2 FP inh	PREPL inhibitor	PAFAH1B3 inh	ZTA counter	GSTO1 counter	PAD4 FP inh	LYPLA2 counter
CCC1Oc2ccccc2N(CC(=O)NCCCN2CCN(Cc3ccccc3)CC2)C1=O (configuration not stated)	0	2	6	24	5	-9	9	1	9
CCCCn1c(SCC(=O)NCc2ccco2)nc2ccc(N3CCOCC3)cc2c1=O	1	-2	3	14	6	9	18	0	-2
O=C(NCCN1CCOCC1)c1ccc(Cl)c(S(=O)(=O)N2CCCCC2)c1	1	0	4	-8	11	11	5	-1	-3
O=C(c1cccc(S(=O)(=O)N2CCOCC2)c1)N(Cc1ccco1)Cc1cccs1	1	·	0	7	3	-9	·	-2	2
O=C(COC(=O)c1cncc(Br)c1)NCc1cccs1	·	·	-4	19	8	·	·	0	·
CC(C)(C)c1[nH]nc2c1C(c1ccsc1)C(C#N)=C(N)O2 (configuration not stated)	1	-9	7	-2	4	-16	-1	0	1
COc1cc(/C=N/Nc2cccc3cccnc23)cc(OC)c1O	-2	-2	12	18	13	-4	20	-3	10
CCCC(=O)Nc1nc(C)c(-c2csc(Nc3ccccc3C)n2)s1	-11	2	6	21	1	-12	-12	-24	-11
C=CC[C@@H](CC(=O)N[C@@H](CO)Cc1ccccc1)C(=O)N[C@H](COC(=O)[C@H](CC=C)CC(=O)OC(C)(C)C)Cc1ccccc1	·	·	-1	-1	2	·	·	3	·
O=C(NC1=NC2CCCCC2N1)c1ccccc1 (configuration not stated)	2	5	4	-12	9	-1	0	0	12
COc1ccc(CNS(=O)(=O)c2ccc3c(c2)CCN3C(=O)C2CCC2)cc1	-1	-4	4	3	1	6	4	4	2
CCC(C)(C)NC(=O)c1cc([N+](=O)[O-])ccc1N1CCOCC1	4	10	5	3	4	-35	2	3	8
C=CCN1CC2CC3(COc4cc(C)cc(C)c4)C=CC2(O3)C1=O (configuration not stated)	4	4	1	6	4	3	0	-4	1
Cc1cc(/C([O-])=C(/C(=S)Nc2ccccc2)[n+]2ccccc2)c(C)n1-c1ccccc1	0	2	9	14	-7	9	9	-7	5
O=C(O)c1ccc(CSCc2ccccc2F)o1	-1	1	9	-8	2	1	-1	-2	-3
O=C(COC(=O)c1ccccc1Br)NC1CCCCCCC1	·	·	86*	34	14	·	·	1	·
COc1ccc(-c2nnc(SCc3ncc(-c4ccccc4)o3)o2)cc1	-5	-7	-10	-31	5	-7	25	-4	0
COc1ccc(-n2nc([N+](=O)[O-])c(=NCCc3ccc(Cl)cc3)n2O)cc1	0	11	-2	19	5	0	3	1	4
Cc1onc(-c2ccccc2)c1C(=O)Nc1ccc(S(=O)(=O)N2CCCC2)cc1	-3	0	1	-4	5	12	6	0	-3
CCCCCOC(=O)Cn1c(SCC(=O)Nc2ccccc2)nc2c1c(=O)[nH]c(=O)n2C	0	-8	-5	1	4	-3	1	-6	3
COc1ccc2[nH]c(=O)c(CN(Cc3cccs3)Cc3nnnn3C(C)(C)C)cc2c1	-4	1	10	17	3	-12	3	1	-2
CC/C(=N/NC(=O)c1ccc2c(c1)OCO2)c1ccccc1O	2	1	13	8	5	10	6	-1	5
CNC(=O)COC(=O)Cc1ccc(Cl)cc1	1	4	0	8	5	-14	7	2	-2
OCC1CCCN(Cc2ccc(-c3ccccc3)cc2)C1 (configuration not stated)	4	12	3	16	-6	-10	3	-3	7
Cc1cc(=O)oc2c(C)c(OCC(=O)NCCCn3ccnc3)ccc12	5	2	6	2	12	15	-3	-1	9
COc1ccc(C(=O)Cn2cnc3ccccc3c2=O)cc1	4	2	2	11	8	-5	7	0	21
Brc1cccc(OCCn2ccnc2)c1	-2	-2	-2	-4	-1	-19	3	0	-1
COc1cccc(/C=C2\SC(=S)N(CCCC(=O)N3CCCC3)C2=O)c1	1	8	9	27	-1	9	4	-6	10
CCC[n+]1c2ccccc2cc2ccccc21	-5	-11	10	11	17	-11	10	2	-1
Nc1n[nH]c(N)c1N=Nc1ccc(Cl)cc1	1	12	6	28	1	14	1	0	-1

Reformatted with two lines to a compound: 15 of the compounds above.
Values run as follows: LYPLA1 counter | EBNA-1 inhibitor | PAFAH2 FP inh | PREPL inhibitor | PAFAH1B3 inh | ZTA counter | GSTO1 counter | PAD4 FP inh | LYPLA2 counter
O=C(COC(=O)c1ccccc1Br)NC1CCCCCCC1
→ · | · | 86* | 34 | 14 | · | · | 1 | ·
COc1ccc(-c2nnc(SCc3ncc(-c4ccccc4)o3)o2)cc1
→ -5 | -7 | -10 | -31 | 5 | -7 | 25 | -4 | 0
COc1ccc(-n2nc([N+](=O)[O-])c(=NCCc3ccc(Cl)cc3)n2O)cc1
→ 0 | 11 | -2 | 19 | 5 | 0 | 3 | 1 | 4
Cc1onc(-c2ccccc2)c1C(=O)Nc1ccc(S(=O)(=O)N2CCCC2)cc1
→ -3 | 0 | 1 | -4 | 5 | 12 | 6 | 0 | -3
CCCCCOC(=O)Cn1c(SCC(=O)Nc2ccccc2)nc2c1c(=O)[nH]c(=O)n2C
→ 0 | -8 | -5 | 1 | 4 | -3 | 1 | -6 | 3
COc1ccc2[nH]c(=O)c(CN(Cc3cccs3)Cc3nnnn3C(C)(C)C)cc2c1
→ -4 | 1 | 10 | 17 | 3 | -12 | 3 | 1 | -2
CC/C(=N/NC(=O)c1ccc2c(c1)OCO2)c1ccccc1O
→ 2 | 1 | 13 | 8 | 5 | 10 | 6 | -1 | 5
CNC(=O)COC(=O)Cc1ccc(Cl)cc1
→ 1 | 4 | 0 | 8 | 5 | -14 | 7 | 2 | -2
OCC1CCCN(Cc2ccc(-c3ccccc3)cc2)C1 (configuration not stated)
→ 4 | 12 | 3 | 16 | -6 | -10 | 3 | -3 | 7
Cc1cc(=O)oc2c(C)c(OCC(=O)NCCCn3ccnc3)ccc12
→ 5 | 2 | 6 | 2 | 12 | 15 | -3 | -1 | 9
COc1ccc(C(=O)Cn2cnc3ccccc3c2=O)cc1
→ 4 | 2 | 2 | 11 | 8 | -5 | 7 | 0 | 21
Brc1cccc(OCCn2ccnc2)c1
→ -2 | -2 | -2 | -4 | -1 | -19 | 3 | 0 | -1
COc1cccc(/C=C2\SC(=S)N(CCCC(=O)N3CCCC3)C2=O)c1
→ 1 | 8 | 9 | 27 | -1 | 9 | 4 | -6 | 10
CCC[n+]1c2ccccc2cc2ccccc21
→ -5 | -11 | 10 | 11 | 17 | -11 | 10 | 2 | -1
Nc1n[nH]c(N)c1N=Nc1ccc(Cl)cc1
→ 1 | 12 | 6 | 28 | 1 | 14 | 1 | 0 | -1

The listing continues:
SMILES	LYPLA1 counter	EBNA-1 inhibitor	PAFAH2 FP inh	PREPL inhibitor	PAFAH1B3 inh	ZTA counter	GSTO1 counter	PAD4 FP inh	LYPLA2 counter
CCOC(=O)C1CCN(S(=O)(=O)c2ccc(C)c(C(=O)NC3CCCCC3)c2)CC1	1	-4	-2	11	8	-5	1	-1	6
Nc1nc(-n2cnnc2)nn1-c1ccccc1	-4	9	0	1	9	-1	-5	0	5
COc1ccc(NC(=O)c2ccco2)cc1NC(=O)c1cccs1	-4	16	2	4	-1	14	9	3	-1
Cc1cccc(C2CC(c3ccccc3)Nc3ncnn32)c1 (configuration not stated)	1	2	-5	-35	6	-4	3	-4	1
